# POLB inh = blocks human DNA polymerase beta activity; 340,000 tested, 1.3% active; Pol beta primer extension/strand displacement, fluorescence kinetic; AID 485314; Potency, µM (series often up to 114 µM), for the others: top-dose activity change, negative = inhibition, hits mostly inhibitors; also: potency is read from the fitted curve at half-maximal effect; % is scaled to controls: 0 for no effect and ±100 for the full control effect
#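 Pol beta (10 nM) and compounds were preincubated 15 min at room temperature, then 50 nM substrate (final) started primer extension/strand displacement. Reads were taken at 0 and 10 min; concentration-response data were fitted to a four-parameter Hill equation.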
# APEX1 inh = APE1 (human) endonuclease inhibition; 350,000 tested, 0.35% active; Potency, µM (doses to about 65.8 µM), for inactives: top-dose activity change, negative = inhibition, hits mostly inhibitors; P27695; recombinant APE1, TAMRA/BHQ-2 abasic DNA cleavage fluorescence;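 also: potency is read from the fitted curve at half-maximal effect; plate controls were vehicle for no effect and reference inhibitor for full effect; nearly all actives have a fitted effect of over 55% in size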
# Target sequence (P27695 whole entry, looked up): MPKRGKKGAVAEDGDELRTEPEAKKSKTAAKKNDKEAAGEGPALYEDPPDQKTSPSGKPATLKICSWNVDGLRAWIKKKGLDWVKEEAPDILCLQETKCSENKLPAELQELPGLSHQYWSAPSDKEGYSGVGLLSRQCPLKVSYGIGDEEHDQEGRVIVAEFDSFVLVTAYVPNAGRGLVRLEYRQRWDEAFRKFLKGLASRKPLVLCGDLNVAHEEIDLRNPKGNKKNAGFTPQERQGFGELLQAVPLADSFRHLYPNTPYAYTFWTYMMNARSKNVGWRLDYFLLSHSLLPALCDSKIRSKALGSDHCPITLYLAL
#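 APE1 at 0.75 nM final was preincubated with compound 15 min at room temperature, then 50 nM double-stranded THF abasic-site substrate (5'-TAMRA/3'-BHQ-2) was added. Fluorescence (ex 525/em 598 nm) was read kinetically; third-minus-first read gave activity.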
# ALOX12 inh = ALOX12 (human) lipoxygenase inhibition | 580,000 tested, 1.1% active | purified 12hLO, xylenol orange hydroperoxide absorbance | AID 1671190 | P18054 | Potency, µM (series often up to 108 µM), without a hit: at the highest dose activity change, negative = inhibition, actives largely listed as inhibitors; also: potency is read from the fitted curve at half-maximal effect; % is scaled to controls: 0 for no effect and ±100 for the full control effect
#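 Purified human 12hLO (150 nM final) in 25 mM Hepes, 0.01% Triton X-100, pH 7.0 was preincubated 15 min at room temperature with compound. Then 40 uM arachidonic acid was added, 30 min. Hydroperoxide was read by Fe-XO absorbance ratio 573/405 nm.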
# LDHA block = blocks human lactate dehydrogenase A | P00338 | purified LDHA, NADH/diaphorase-resazurin fluorescence; active compounds read low | activity change, % (values are at about 110 or 230 µM) | 480,000 tested, 0.15% active; in the data active = activity change below about -30%; inconclusive = mostly about -25% to -30%;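 also: plate controls were DMSO wells for no effect and wells without enzyme for full effect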
#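 Human LDH5 at 2 nM final in Tris HCl pH 7.4 with 0.06 mM NADH and 0.2 mM pyruvate, reacted 5 minutes at room temperature. Remaining NADH coupled via diaphorase/resazurin; resorufin fluorescence read at 0 and 20 minutes, normalized to enzyme-free and DMSO wells.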
# Pol kappa inh = DNA polymerase kappa (human) inhibition; Q9UBT6; purified Pol kappa, fluorescent DNA synthesis assay, 10 min; Potency, µM (titrated, usually from 107 µM), for the others: top-dose activity, negative = inhibition, most hits filed as inhibitors; 400,000 tested, 0.53% active; AID 588579; also: potency is read from the fitted curve at half-maximal effect; % is scaled to controls: 0 for no effect and ±100 for the full control effect
#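 10 nM Pol kappa was preincubated with compounds for 15 min at room temperature. Reaction started with 50 nM (final) substrate. Fluorescence read kinetically at 0 and 10 min.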
# RGS4 inh = human RGS4 inhibition; Transcreener GDP fluorescence polarization, RGS4-accelerated GTP hydrolysis; Potency, µM (titrated, usually from 114 µM), inactives show at the top dose activity change, negative = inhibition, most hits filed as inhibitors; 390,000 tested, 0.039% active; also: potency is read from the fitted curve at half-maximal effect; % is scaled to controls: 0 for no effect and ±100 for the full control effect; nearly all actives have a fitted effect of over 75% in size; some results filed as inactive show a strong effect at the top dose
# Target sequence (P49798 whole entry, looked up): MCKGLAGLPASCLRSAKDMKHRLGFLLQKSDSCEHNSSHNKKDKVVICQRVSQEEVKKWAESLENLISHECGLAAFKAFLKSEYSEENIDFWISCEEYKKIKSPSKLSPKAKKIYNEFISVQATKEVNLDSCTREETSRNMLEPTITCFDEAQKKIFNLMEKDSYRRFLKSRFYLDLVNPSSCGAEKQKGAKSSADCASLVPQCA
#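 MLSMR compounds (23 nl, pin-transferred) preincubated 10 min at room temperature with a 500nM (2x) first reagent, then RGS4 at 900nM (2x) plus Transcreener GDP mix added; fluorescence polarization (620/688 nm) read before and after 90 min at 30 °C.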
# Pol eta inh = blocks human DNA polymerase eta activity; Q9Y253; recombinant Pol eta, fluorescent DNA replication assay; Potency, µM (doses to about 114 µM), without a hit: at the highest dose activity change, negative = inhibition, most hits filed as inhibitors; 390,000 tested, 1.2% active; also: potency is read from the fitted curve at half-maximal effect; % is scaled to controls: 0 for no effect and ±100 for the full control effect
#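 Pol eta at 10 nM preincubated with compounds 15 min at room temperature; reaction started with fluorescent substrate (50 nM final) and read kinetically at 0 and 10 min.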
# ERG-DNA inh = inhibitors of human ERG Ets domain-DNA interaction; P11308; fluorescence polarization, His-ERG Ets domain / labelled DNA; Potency, µM (top dose mostly 76.9 µM), inactives show at the top dose FP activity, negative = inhibition, actives largely listed as inhibitors; 370,000 tested, 0.028% active; AID 624246; active = well fitted inhibition curve with a large enough effect in the polarisation, with a control signal flat; inconclusive = small, poorly fitted or top-dose-only effect, or effect the other way, or a change in a side signal; inactive = no such curve, though single readings can be large or run the other way; the % refers to the polarisation;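 also: polarization taken with two DNA probes labelled with fluorescein and Texas red; potency is read from the fitted curve at half-maximal effect; % of control where 0% means no effect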
#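 His-tagged ERG Ets domain (1 uM in the protein solution; 300mM KCl, 50mM Tris-HCl, 1mM EDTA, 1mM DTT, pH 7.5) received compound, then a probe mix of 5 nM fluorescein-DNA and 100nM Texas-615-DNA. Fluorescence polarization was read for both dyes.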
# Anesthetic bind = binds horse apoferritin like a general anesthetic; P02791; apoferritin/1-aminoanthracene competitive binding, fluorescence; Potency, µM (top dose mostly 77.5 µM), without a hit: at the top dose activity change, negative = displacement, usual class: inhibitors; 350,000 tested, 0.074% active; AID 485281; also: potency is read from the fitted curve at half-maximal effect; % is scaled to controls: 0 for no effect and ±100 for the full control effect; nearly all actives have a fitted effect of over 20% in size
# Target sequence (P02791 2-175 limits assumed): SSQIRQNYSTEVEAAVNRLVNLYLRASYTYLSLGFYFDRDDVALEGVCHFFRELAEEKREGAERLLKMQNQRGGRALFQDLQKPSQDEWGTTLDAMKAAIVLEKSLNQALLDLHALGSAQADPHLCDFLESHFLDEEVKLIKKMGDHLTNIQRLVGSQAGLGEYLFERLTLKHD
#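 Concentration-response curves derived by four-parameter Hill fitting of normalized fluorescence, where compounds displaced 1-AMA from 10 uM horse apoferritin following a brief 10 min room-temperature incubation; propofol titration acted as positive control.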
# * = called active by the depositor; ? = inconclusive; . = not tested or not shown; & = joins results of further samples; [ ] = remark or other dose. Unless noted, calls follow the shape of the dose curve; as a rule, active = well fitted curve in the direction sought with a large enough effect; inconclusive = small, poorly fitted or top-dose-only effect, or another doubt; inactive = no such curve, though single readings can be large; an effect the other way counts as inactive or inconclusive. These rows are one share of the data; the hit share may differ from the screen's.
item	SMILES	POLB inh	APEX1 inh	ALOX12 inh	LDHA block	Pol kappa inh	RGS4 inh	Pol eta inh	ERG-DNA inh	Anesthetic bind
1	Cc1nn(C(C)C(=O)N/N=C/c2ccc(N(C)C)cc2)c(C)c1[N+](=O)[O-] (stereo not given)	-13%	-2%	109%[activator]	5	-4%	-20%	-20%	15%	-8%
2	COc1cc(C)c(Br)cc1S(=O)(=O)NCc1ccncc1	9%	9%	0%	-4	-6%	7%	7%	-4%	-4%
3	O=P(O)(c1ccc(Cl)cc1)c1ccc(Cl)cc1	-1%	1%	?	0	0%	9%	1%	5%	-14%
4	CCOc1ccccc1C(=O)Oc1ccc2ccc(=O)oc2c1	2%	16%	23%	2	-2%	5%	-1%	8%	-14%
5	COc1ccc(NC(=O)c2c(Cl)n(C)c3ccccc23)cc1	26%	-1%	0%	0	-9%	31%	?	2%	7%
6	CC(C)=CCOc1ccc2c(C)c(CC(=O)N3C[C@H]4C[C@@H](C3)c3cccc(=O)n3C4)c(=O)oc2c1C	13%	1%	22%	7	20%	-23%	-17%	?	7%
7	CCOc1ccc(C2Sc3ccccc3NC3=C2C(=O)OC3)cc1 (stereo not given)	-1%	-10%	3%	0	-5%	40%	-16%	9%	-15%
8	COc1ccccc1C(=O)Nc1nnc(SCc2cc(=O)c3cc(Cl)ccc3[nH]2)s1	4µM*	.	?	-3	-7%[60.1 µM]	-13%	-8%	-3%	1%
9	Cc1cccc(NC(=O)Cn2c(=O)ccc3cc(S(=O)(=O)N4CCCC4)ccc32)c1C	2%	.	-26%	-9	-1%[60.1 µM]	21%	-10%	14%	-7%
10	Cc1ccccc1CCN1CCCC(CN(C)C(=O)C(=O)c2ccco2)C1 (stereo not given)	1%	36%	0%	1	-19%	-4%	-9%	5%	-21%
11	COCCN(C(=O)CCN1C(=O)C2CC=CCC2C1=O)c1c(N)n(CC(C)C)c(=O)[nH]c1=O (stereo not given)	.	52%	3%	-17	-9%	37%	-19%	0%	.
12	CCn1cc(C(=O)NCc2cccc(C(F)(F)F)c2)c(=O)c2ccc(C)nc21	39%	-1%	-18%	-3	1%	-2%	-18%	4%	2%
13	O=C(CCn1c(=O)[nH]c2ccsc2c1=O)N1CC(=O)N(CCc2ccccc2)C(=O)C1	2%	-10%	2%	-2	-9%	-7%	-14%	-10%	-18%
14	CCOC(=O)c1c(C)nc2sc3c(=O)n(-c4ccc(C(C)=O)cc4)nnc3c2c1-c1ccc(Cl)cc1	22%	8%	115%	-3	8%	16%	-5%	6%	-8%
15	COCCn1c(C)cc(O)c(C(c2ccccc2)N2CCN(c3ccccc3)CC2)c1=O (stereo not given)	9%	.	-21%	2	2%[60.1 µM]	27%	-16%	-1%	-2%
16	COc1ccccc1CNC(=O)C1CCC(CNS(=O)(=O)c2cccs2)CC1 (stereo not given)	5%	38%	-10%	-4	-2%	-4%	-14%	0%	-8%
17	Cc1ccc(-n2nc3c(c2NC(=O)C(C)(C)C)CS(=O)(=O)C3)cc1	17%	23%	.	0	-2%	19%	-2%	3%	-1%
18	COc1ccc(CNC(=O)CN(Cc2ccco2)C(=O)CNS(=O)(=O)c2ccccc2)cc1	15%	3%	-1%	5	7%	-3%	-5%	6%	-7%
19	Cc1cccc(-n2c(=O)c3c(c4cc(C)ccc4n3C)n(Cc3ccccc3F)c2=O)c1	37%	.	-16%	-4	-1%	-6%	-4%	-3%	1%
20	Cc1cc(C)cc(N2C(=O)C3CC=CCC3C2=O)c1 (stereo not given)	-1%	-3%	-6%	-1	-18%	9%	-4%	-9%	?

# An excerpt from above in order of their number in ERG-DNA inh, lowest first.
nr | structure | ERG-DNA inh
16 | COc1ccccc1CNC(=O)C1CCC(CNS(=O)(=O)c2cccs2)CC1 (stereo not given) | 0%
10 | Cc1ccccc1CCN1CCCC(CN(C)C(=O)C(=O)c2ccco2)C1 (stereo not given) | 5%
9 | Cc1cccc(NC(=O)Cn2c(=O)ccc3cc(S(=O)(=O)N4CCCC4)ccc32)c1C | 14%

# Following part:
item	SMILES	POLB inh	APEX1 inh	ALOX12 inh	LDHA block	Pol kappa inh	RGS4 inh	Pol eta inh	ERG-DNA inh	Anesthetic bind
21	COc1ccc(-c2nn3c(=O)cc(CN4CCN(C(=O)Nc5cc(C)ccc5C)CC4)nc3s2)cc1	-1%	.	-4%	-5	-12%[60.1 µM]	7%	-4%	2%	51%[activator]
22	CCOc1ccccc1NC(=O)CCc1nc(-c2cccc(C)c2)no1	25%	.	-11%	1	-4%	-13%	-23%	-12%	-3%
23	Cc1ccc(NC(=O)C2CCN(c3nc4ccccc4nc3C(F)(F)F)CC2)cc1C	?	.	-17%	-12	-18%	-3%	-14%	1%	-14%
24	CN(C)c1ccc(C(CNC(=O)c2ccccc2)N2CCc3ccccc32)cc1 (stereo not given)	2%	.	-27%	-1	-13%[60.1 µM]	2%	-7%	0%	57%[activator]
25	Cc1[nH]c2ccccc2c1C(=O)CSC(=S)N1CCN(C)CC1	30%	6%	0%	-5	-7%	-8%	-3%	-3%	-1%
26	COc1ccc(C(=O)NN2CCOCC2)cc1	47%	5%	6%	-9	2%	16%	-6%	-4%	-1%
27	CC(C)(C)OC(=O)CNC(=O)c1[nH]cnc1C(=O)N[C@@H](Cc1ccccc1)C(=O)OC(C)(C)C	-14%	-5%	16%	3	-2%	11%	-22%	6%	-13%
28	CN1CCc2c(sc3c2c(=O)n(-c2ccccc2)c2nnc(SCc4ccccc4)n32)C1	2%	-2%	?	-4	0%	-36%	-12%	-7%	?
29	O=S(=O)(O/N=C1\CCCc2ccccc21)c1ccc(Cl)cc1	10%	-4%	0%[57.4 µM]	-1	-7%	-38%	-6%	-4%	-8%
30	CCOc1ccc2ccccc2c1C1NC(=S)N(C)C(C)=C1C(=O)OC (stereo not given)	-3%	12%	0%	0	-5%	2%	-7%	-4%	-19%
31	Oc1c(I)cc(Cl)c2cccnc12	-10%	-6%	11µM*	4&9	-20%	?	-12%	0%	2%
32	COc1ccc(CNC(=O)CCc2c(C)c3cc4c(C)c(C)oc4cc3oc2=O)cc1	22µM*	.	-7%	-4	-6%	2%	-24%	-1%	-4%
33	Cc1c(-c2nn(C)c(=O)c3ccccc23)oc2ccc(F)cc2c1=O	8%	-2%	.	20	-8%	6%	-15%	-4%	-16%
34	CN(C(=O)c1ccoc1)c1ccc2ccccc2c1	7%	16%	-12%	-2	-9%	-27%	-20%	-1%	-17%
35	CNS(=O)(=O)c1cc(Nc2ncnc3sccc23)ccc1C	-1%	9%	8%	-4	-5%	1%	-5%	10%	-1%
36	Cn1c(=NC(=O)C2CC2)sc2cc(F)cc(F)c21	28%	11%	21%	-8	-15%	7%	-10%	-8%	-10%
37	O=C(NCCc1ccccc1Cl)C1CCN(S(=O)(=O)c2cccs2)CC1	4%	?	-10%	-6	-5%	17%	10%	.	4%
38	Cc1ccc2c(c1)c1c(c(=O)n(-c3ccccc3C)c(=O)n1CC(=O)NCC1CCCO1)n2C (stereo not given)	3%&5%	-32%	4%&-25%	2&0	14%&0%	4%&1%	-13%&-13%	-7%&2%	33%[activator]
39	COc1cccc(OC)c1C(=O)NC(=S)Nc1ccc(N2CCOCC2)c(Cl)c1	-2%	-6%	?	-5	4%	-13%	?	-1%	-5%
40	CC(C)c1ccc(NS(=O)(=O)c2ccc3[nH]cc(C(=O)NCCc4ccccc4)c(=O)c3c2)cc1	?	.	-21%	8	6%	3%	-8%	-1%	?

item	SMILES	POLB inh	APEX1 inh	ALOX12 inh	LDHA block	Pol kappa inh	RGS4 inh	Pol eta inh	ERG-DNA inh	Anesthetic bind
41	Cc1oc(-c2ccccc2F)nc1CS(=O)(=O)CC(=O)N1CCc2ccccc21	-21%	-4%	2%	-4	-6%	-6%	2%	8%	4%
42	COc1ccc(C2=NOC(Cn3nc(C(=O)NCc4cccc(C(F)(F)F)c4)cc3-c3ccccc3)C2)cc1 (stereo not given)	.	-2%	-1%	-5	-9%	25%	-17%	3%	.
43	CCCCOC(=O)Nc1nnc(/C=C/c2ccc(OC)cc2)s1	42%	0%	-15%	-7	-12%	9%	-15%	-2%	-9%
44	Cc1cc(C)n(-c2nc3c(c(=O)n(C)c(=O)n3C)n2C)n1	11%	13%	15%	-3	-4%	-29%	1%	7%	-13%
45	COc1ccc(Cn2c(=O)[nH]c3cc(C(=O)N4CCN(c5ccccn5)CC4)ccc3c2=O)cc1	-22%	0%	-7%	-2	-19%	2%	-12%	8%	-6%
46	O=C(O)C1C(c2ccccc2)C(C(=O)Oc2ccccc2)C1c1ccccc1 (stereo not given)	-2%	-2%	?	-9	-12%	-13%	6%	2%	-3%
47	CCCC(C)c1nnc(NC(=O)CCS(=O)(=O)Cc2ccccc2)s1 (stereo not given)	34%	21%	?	-6	-9%	?	-12%	-5%	-8%
48	CCNC(=S)N1CCN(CC(=O)Nc2ccc(OC)cc2)CC1	14%	3%	-5%	-7	-7%	-3%	-12%	-9%	-4%
49	O=C(Nc1cccc(-n2cnnn2)c1)c1cnccc1Cl	-1%	31%	0%	-5	-8%	9%	-5%	15%	-5%
50	COc1ccccc1-c1ocnc1C(=O)N1CCN(C(=O)C(c2ccccc2)c2ccccc2)CC1	-13%	0%[12.4 µM]	-9%	-1	-6%	1%	-3%	2%	0%

# Source: PubChem BioAssay (National Center for Advancing Translational Sciences (NCATS))
